ERAP1 HTS inh: inhibitors of human ERAP1 aminopeptidase; AID 652197; recombinant ERAP1, Leu-AMC fluorescence, 60 min; 340,000 tested, 0.15% active; inhibition, % at 10.7 µM;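 active means mean replicate inhibition of at least 30%, or all replicates individually reaching that 30% level; inactive means mean below 30% and not every replicate reaching it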;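 further: 0% = neutral control wells and 100% = L-leucinethiol positive control wells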
Xi reactivation: activators of X-chromosome reactivation in mouse fibroblasts; XiGFP mouse fibroblasts, % GFP-positive cells imaging, 3 d; cells co-treated with 5-aza-dC sensitizer; scaled so ellipticine positive control = 100%; activation, % at 7.58 µM; 360,000 tested, 0.055% active; AID 743238;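 active means mean normalized replicate activation at least 10% and every replicate at or above 10%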;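 further: 0% = median of on-plate neutral control wells and 100% = ellipticine 6 µM median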
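Schedule: 3 d treatment, 15 min room-temperature fixation; system: 68-5-11 XiGFP fibroblast line; buffer or medium: DMEM plus 5-aza-dC sensitizer; control set: ellipticine 6 µM positive control; compound: one concentration, pinned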
esBAF inh: SWI/SNF esBAF complex inhibition; reporter increase, % at 12.5 µM; 350,000 tested, 2% active; mouse ES cells, Bmi1-luciferase knock-in reporter, 24 h; 100% = twice the neutral-well signal; AID 602393; in the data active means activation above about 40%;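 further: 0% = median of the plate's neutral control wells and 100% = double that signal; a rise in the Bmi1 reporter signal indicates esBAF inhibition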
RAD54 branch: inhibitors of human RAD54 branch migration; Q92698; RAD54 Holliday junction branch migration, FAM/BHQ fluorescence; inhibition, % at 10.4 µM; 360,000 tested, 0.14% active; AID 602329;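 active means mean normalized replicate activity at least 40 and at least half of replicates scoring 40 or more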;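 further: 0% = median of neutral control wells and 100% = median of positive control wells; inhibitors cause a drop in the FAM fluorescence signal; in these data hits start at about 50%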
Target sequence (Q92698 whole entry, looked up): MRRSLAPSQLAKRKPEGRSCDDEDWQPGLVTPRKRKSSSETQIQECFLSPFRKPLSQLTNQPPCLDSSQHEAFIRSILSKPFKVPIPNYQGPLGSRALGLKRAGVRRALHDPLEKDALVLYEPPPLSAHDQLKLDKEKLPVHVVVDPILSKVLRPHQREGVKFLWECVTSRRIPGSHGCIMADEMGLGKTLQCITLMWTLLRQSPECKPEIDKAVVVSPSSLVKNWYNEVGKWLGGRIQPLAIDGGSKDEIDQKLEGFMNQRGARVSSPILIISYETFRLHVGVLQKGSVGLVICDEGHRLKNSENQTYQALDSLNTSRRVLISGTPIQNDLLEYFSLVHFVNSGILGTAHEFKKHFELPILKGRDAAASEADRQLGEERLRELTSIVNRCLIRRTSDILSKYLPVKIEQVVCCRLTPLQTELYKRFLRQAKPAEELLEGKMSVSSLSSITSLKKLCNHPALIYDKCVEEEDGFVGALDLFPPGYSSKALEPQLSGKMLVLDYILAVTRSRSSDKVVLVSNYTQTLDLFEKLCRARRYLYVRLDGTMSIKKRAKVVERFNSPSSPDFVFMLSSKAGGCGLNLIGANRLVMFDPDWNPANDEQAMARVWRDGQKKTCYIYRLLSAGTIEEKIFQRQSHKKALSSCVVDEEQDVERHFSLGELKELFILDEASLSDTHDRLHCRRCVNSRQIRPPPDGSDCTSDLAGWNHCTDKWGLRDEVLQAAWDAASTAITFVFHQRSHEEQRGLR
S100A4 inh HTS: S100A4-myosin IIA interaction inhibition | P26447 | inhibition, % at 10.7 µM | S100A4/TAMRA-MyoIIA peptide fluorescence polarization | 360,000 tested, 0.14% active;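 active means mean inhibition of at least 70% across replicates, with every replicate also reaching that level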
Target sequence (P26447 whole entry, looked up): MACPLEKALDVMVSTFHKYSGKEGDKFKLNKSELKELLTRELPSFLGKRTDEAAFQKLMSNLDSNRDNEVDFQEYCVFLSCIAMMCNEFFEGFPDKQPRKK
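Test system: S100A4 monomer protein; Medium: HEPES pH 7.2 with CaCl2, KCl, NaCl, DTT, Triton; Probe or stimulus: TAMRA-labelled myosin IIA heavy-chain peptide probe, 5 nM; Doses: one dose per compound; Times: polarization read 5 min after assay mix addition, stable 5–60 min; Benchmarks: neutral control DMSO, positive control TFP.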
E-selectin induc: induces E-selectin expression in human endothelial cells; HUVEC E-selectin immunofluorescence imaging; normalized: neutral wells 0, TNF-alpha wells 100; activation, % at 7.58 µM; P16581; 260,000 tested, 0.37% active; AID 686992;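 active means mean E-selectin-positive cell signal at least 10% of the positive control, reached in at least 60% of replicates, without over 20% cell loss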;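 further: in these data hits start at about 27%; measured in HUVEC primary endothelial cells; signal is the percent of cells scored E-selectin positive by PE staining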
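Read-out basis: % PE-positive cells; Test system: HUVEC primary endothelial cells; Technique: immunofluorescence imaging; Dosing: single-point compound dose.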
RAD52 inh: RAD52 (human) annealing inhibition. P43351. recombinant RAD52 DNA annealing, FRET fluorescence. inhibition, % at 18.7 µM. 360,000 tested, 0.46% active. AID 651710;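 active means every replicate showing at least 50% inhibition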
ERp5 block: inhibitors of human ERp5; Q15084; ERp5 insulin aggregation, absorbance 650 nm, 90 min; inhibition, % at 9.99 µM; 350,000 tested, 0.05% active; AID 651711;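 active means mean replicate inhibition above about 25%, with every replicate also reaching it, limit read from the data, passing the limit was not always enough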
An asterisk follows results filed as active. Rows were taken by chance; 2.5% or so of the library scored in one or more.

`CC1=C(C(=O)N(C(C)C)C(C)C)CC(CC(=O)NCc2cccc3ccccc23)C(=O)N1Cc1ccc(F)cc1` (configuration not stated) gave ERAP1 HTS inh -2, esBAF inh -3, RAD54 branch 0, S100A4 inh HTS 1, E-selectin induc 0.1, RAD52 inh 2 and ERp5 block -5.
For CCCN(C)C[C@H]1Oc2cc(C#Cc3ccccc3)ccc2S(=O)(=O)N([C@H](C)CO)C[C@@H]1C the results were ERAP1 HTS inh -3, Xi reactivation -0.9, esBAF inh 1, RAD54 branch -5, S100A4 inh HTS 2, E-selectin induc 0.5, RAD52 inh -6 and ERp5 block 8.
For Cc1ccc(N(CC(=O)NC(C)(C)C)C(=O)CS(=O)CC(=O)Nc2ccc(F)cc2)cc1 (configuration not stated) the results were ERAP1 HTS inh 5, Xi reactivation -0.7, S100A4 inh HTS -1, E-selectin induc 1.4, RAD52 inh -6 and ERp5 block -3.
O=C1/C(=C/c2cccs2)SC(=S)N1CCCC(=O)N(CCO)c1ccccc1 was read as ERAP1 HTS inh 2, Xi reactivation 0.0, esBAF inh 5, RAD54 branch -4, S100A4 inh HTS -3, E-selectin induc 10, RAD52 inh 12 and ERp5 block 5.
COC(=O)C(C)Oc1ccc2c(c1)O/C(=C\c1cccc(Br)c1)C2=O (configuration not stated) was read as ERAP1 HTS inh -3, Xi reactivation 0.0, esBAF inh -5, RAD54 branch 5, S100A4 inh HTS -4, E-selectin induc 0.2, RAD52 inh -7 and ERp5 block 0.
Screening COc1cccc(CNc2nccs2)c1O returned ERAP1 HTS inh -1, Xi reactivation 0.0, esBAF inh 19, RAD54 branch 3, S100A4 inh HTS 0, E-selectin induc -0.2, RAD52 inh -12 and ERp5 block 3.
Cc1noc(C)c1S(=O)(=O)N(C)C[C@@H]1OCCCC[C@H](C)Oc2ccc(N(C)C)cc2C(=O)N([C@H](C)CO)C[C@@H]1C was read as ERAP1 HTS inh -3, esBAF inh -1, RAD54 branch -1, S100A4 inh HTS -41, RAD52 inh -4 and ERp5 block 3.
Screening CCN1C(=O)/C(=C/c2cn(-c3ccccc3)nc2-c2cccnc2)SC1=S returned ERAP1 HTS inh -4, Xi reactivation 0.1, esBAF inh -1, RAD54 branch -9, S100A4 inh HTS 14, E-selectin induc 0.1, RAD52 inh -290 and ERp5 block 5.
Screening Cc1cc(C(=O)Nc2ccc3c(c2)C(=O)N(C)[C@H]2CC[C@H](CC(=O)NCc4ccc(-c5ccccc5)cc4)O[C@@H]2CO3)no1 returned ERAP1 HTS inh 3, Xi reactivation 0.0, esBAF inh 7, RAD54 branch 2, S100A4 inh HTS 14, E-selectin induc 2.6, RAD52 inh 23 and ERp5 block 3.
`CCNC(=O)c1cccc(NC(=O)CN2C(=O)NC3(CCCCC3)C2=O)c1` gave ERAP1 HTS inh -2, Xi reactivation -0.1, esBAF inh -2, RAD54 branch 5, S100A4 inh HTS 3, E-selectin induc -1.6, RAD52 inh -2 and ERp5 block -5.
Screening CCCOc1ccc(CN2CCOCC2)cc1OC returned ERAP1 HTS inh -5, Xi reactivation 0.0, RAD54 branch -6, S100A4 inh HTS 4, RAD52 inh 0 and ERp5 block -2.
`O=C(NC(CSC(=O)c1ccccc1)C(=O)O)OCc1ccccc1` (configuration not stated) gave ERAP1 HTS inh 1, Xi reactivation 1.4, S100A4 inh HTS -2, E-selectin induc 0.4, RAD52 inh -8 and ERp5 block 0.

Filtered by structure, the compounds so far with fluorine
`CC1=C(C(=O)N(C(C)C)C(C)C)CC(CC(=O)NCc2cccc3ccccc23)C(=O)N1Cc1ccc(F)cc1` (configuration not stated) gave ERAP1 HTS inh -2, esBAF inh -3, RAD54 branch 0, S100A4 inh HTS 1, E-selectin induc 0.1, RAD52 inh 2 and ERp5 block -5.
For Cc1ccc(N(CC(=O)NC(C)(C)C)C(=O)CS(=O)CC(=O)Nc2ccc(F)cc2)cc1 (configuration not stated) the results were ERAP1 HTS inh 5, Xi reactivation -0.7, S100A4 inh HTS -1, E-selectin induc 1.4, RAD52 inh -6 and ERp5 block -3.

The results go on:
CC(C)S(=O)(=O)C1=NSC2=NC(=O)/C(=C\c3ccc(-c4cccc(C(=O)O)c4)o3)C(=N)N21 was read as Xi reactivation 0.4, S100A4 inh HTS -8, E-selectin induc -1.7, RAD52 inh -111 and ERp5 block 0.
C=CCn1c(SCC(=O)N(CCO)CCO)nc2sc3c(c2c1=O)CCC3 was read as ERAP1 HTS inh 1, Xi reactivation 0.0, esBAF inh -9, RAD54 branch 1, S100A4 inh HTS -8, RAD52 inh -20 and ERp5 block 1.
`C=CCn1c(C(C)NC(=O)CC)nc2ccccc21` (configuration not stated) gave ERAP1 HTS inh 2, esBAF inh 5, RAD54 branch -7, S100A4 inh HTS 0, RAD52 inh -3 and ERp5 block -4.
`CC1(C)C(C=C(Cl)Cl)C1C(=O)Nc1ccc([N+](=O)[O-])cc1` (configuration not stated) gave ERAP1 HTS inh 0, Xi reactivation 0.1, S100A4 inh HTS -5, E-selectin induc 1.6, RAD52 inh -24 and ERp5 block -5.
COc1ccc(NC(=O)CN2C(=O)CC(C)(C)S(=O)(=O)c3ccccc32)cc1 was read as ERAP1 HTS inh 0, Xi reactivation 0.0, esBAF inh -2, RAD54 branch -3, S100A4 inh HTS -6, E-selectin induc 0.2, RAD52 inh -5 and ERp5 block 5.
O=C1C=C(NC2=CC3OC(c4ccccc4)OCC3OC2=O)CCC1 (configuration not stated) was read as ERAP1 HTS inh 2, Xi reactivation 0.0, S100A4 inh HTS -2, RAD52 inh -7 and ERp5 block 0.
CC(C)c1nc(CNC(=O)CCc2nnc(-c3ccsc3)o2)cs1 was read as ERAP1 HTS inh -1, Xi reactivation 0.0, S100A4 inh HTS 8, RAD52 inh -4 and ERp5 block 3.
For Cc1ccc(S(=O)(=O)NC(C)C(=O)NC2CC2)cc1 (configuration not stated) the results were ERAP1 HTS inh 1, Xi reactivation 0.2, esBAF inh -6, RAD54 branch 5, S100A4 inh HTS -4, RAD52 inh -4 and ERp5 block 8.
O=C(Cn1cc(C(F)(F)F)ccc1=O)Nc1cc(S(=O)(=O)N2CCOCC2)ccc1Cl was read as ERAP1 HTS inh 2, Xi reactivation 0.2, RAD54 branch 2, S100A4 inh HTS -1, E-selectin induc -2.6, RAD52 inh 0 and ERp5 block -1.
`COc1ccc(S(=O)(=O)Nc2ncccn2)cc1` gave ERAP1 HTS inh 1, Xi reactivation 0.1, esBAF inh -14, RAD54 branch 7, S100A4 inh HTS -1, RAD52 inh -2 and ERp5 block -2.
COc1cc([N+](=O)[O-])ccc1NC(=O)COC(=O)c1c[nH]c(=O)[nH]c1=O was read as ERAP1 HTS inh 4, Xi reactivation 0.2, esBAF inh 3, RAD54 branch -1, S100A4 inh HTS -5, E-selectin induc -0.1, RAD52 inh -12 and ERp5 block -8.
Screening O=C(C[C@@H]1C[C@H]2c3cc(NC(=O)NC4CCCC4)ccc3O[C@H]2[C@@H](CO)O1)NCc1ccc2c(c1)OCO2 returned ERAP1 HTS inh 0, Xi reactivation 0.2, esBAF inh -1, RAD54 branch -2, S100A4 inh HTS 6, E-selectin induc 0.7, RAD52 inh 3 and ERp5 block -4.
For CCC(C)[C@H](NC(=O)N1CCCCCC1)C(=O)O (some centres not stated) the results were ERAP1 HTS inh 2, Xi reactivation 0.2, esBAF inh 0, RAD54 branch -3, S100A4 inh HTS -2, E-selectin induc 1.3, RAD52 inh -10 and ERp5 block -1.
For COc1ccc2nc(NC(=O)c3ccccc3O)sc2c1 the results were ERAP1 HTS inh -1, Xi reactivation 0.1, esBAF inh 8, RAD54 branch 4, S100A4 inh HTS -2, E-selectin induc 0.5, RAD52 inh -8 and ERp5 block -1.
CC1(C)Oc2ccc(C(=O)N3CCCCC3)cc2N(CC(=O)NCc2ccccc2)C1=O was read as ERAP1 HTS inh 18, esBAF inh -3, RAD54 branch -6, S100A4 inh HTS -7, RAD52 inh -5 and ERp5 block -7.
For CCC(=O)N1[C@@H](CO)[C@@H]2c3ccccc3N(C(=O)Nc3ccccc3Cl)C[C@@H]21 the results were ERAP1 HTS inh 0, Xi reactivation 0.2, esBAF inh 1, RAD54 branch 4, S100A4 inh HTS -30, E-selectin induc 0.2, RAD52 inh 4 and ERp5 block 9.
O=C(c1ccc(Cl)cc1)N1CCc2ccccc21 was read as ERAP1 HTS inh 1, Xi reactivation 0.0, esBAF inh 14, RAD54 branch -5, S100A4 inh HTS -1, RAD52 inh -9 and ERp5 block 0.
For CC1CCCN(S(=O)(=O)c2ccc(C(=O)Nc3nnc(-c4ccccn4)o3)cc2)C1 (configuration not stated) the results were ERAP1 HTS inh -3, Xi reactivation 0.4, S100A4 inh HTS 3, E-selectin induc 0.3, RAD52 inh -14 and ERp5 block 2.
Screening O=C(CN1CCN(c2ccccc2)CC1)Nc1ccc(F)cc1 returned ERAP1 HTS inh -1, Xi reactivation 0.0, esBAF inh -3, RAD54 branch 1, S100A4 inh HTS -2, E-selectin induc 0.1, RAD52 inh -10 and ERp5 block 4.
For CC(O)CNc1nc2c(c(=O)n(Cc3ccc(Cl)c(Cl)c3)c(=O)n2C)n1C (configuration not stated) the results were ERAP1 HTS inh 11, Xi reactivation 0.0, esBAF inh 12, S100A4 inh HTS -2, E-selectin induc 0.6, RAD52 inh 1 and ERp5 block 3.
`COC(=O)C1(Cc2cc(-c3cccnc3)no2)CCN(C(=O)OC(C)(C)C)CC1` gave ERAP1 HTS inh -6, Xi reactivation 0.2, esBAF inh 14, RAD54 branch 0, S100A4 inh HTS -10, E-selectin induc -0.1, RAD52 inh -7 and ERp5 block -1.
`CCNC(=O)C1(C)CCN(C(=O)c2c(F)ccc(C)c2F)C1` (configuration not stated) gave ERAP1 HTS inh -1, Xi reactivation 0.0, esBAF inh -3, RAD54 branch -6, S100A4 inh HTS -4, E-selectin induc -0.1, RAD52 inh 4 and ERp5 block 1.
`CCC(=O)N1CC[C@@H]2[C@H](CO)Nc3ccc(-c4cccc(C#N)c4)cc3[C@@H]21` gave Xi reactivation 0.0, esBAF inh 0, RAD54 branch -16 and E-selectin induc 0.1.
Screening CN(C)C(=O)c1cccc(-c2ccc([C@H]3[C@@H](CO)N4CCCCN(C(=O)C5CCC5)C[C@H]34)cc2)c1 returned ERAP1 HTS inh -1, Xi reactivation 0.0, RAD54 branch -2, S100A4 inh HTS -14, E-selectin induc 0.0, RAD52 inh -16 and ERp5 block -7.
For CCS(=O)c1ccccc1C(=O)OCC(=O)N1CCC(c2ccccc2)=N1 (configuration not stated) the results were ERAP1 HTS inh 0, Xi reactivation 0.0, esBAF inh 3, RAD54 branch -1, S100A4 inh HTS -2, E-selectin induc 7.6, RAD52 inh -8 and ERp5 block 11.

Gathered by group, the entries above with a COOH group (3)
`O=C(NC(CSC(=O)c1ccccc1)C(=O)O)OCc1ccccc1` (configuration not stated) gave ERAP1 HTS inh 1, Xi reactivation 1.4, S100A4 inh HTS -2, E-selectin induc 0.4, RAD52 inh -8 and ERp5 block 0.
CC(C)S(=O)(=O)C1=NSC2=NC(=O)/C(=C\c3ccc(-c4cccc(C(=O)O)c4)o3)C(=N)N21 was read as Xi reactivation 0.4, S100A4 inh HTS -8, E-selectin induc -1.7, RAD52 inh -111 and ERp5 block 0.
For CCC(C)[C@H](NC(=O)N1CCCCCC1)C(=O)O (some centres not stated) the results were ERAP1 HTS inh 2, Xi reactivation 0.2, esBAF inh 0, RAD54 branch -3, S100A4 inh HTS -2, E-selectin induc 1.3, RAD52 inh -10 and ERp5 block -1.
